GLD-1 RNA inh – GLD-1-TGE RNA interaction inhibition (C. elegans); purified GLD-1 + fluorescein TGE RNA, fluorescence polarization; inhibition, % at 5.96 µM; 0.44% of 320,000 active; AID 2280;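 active = percent inhibition above a per-plate cutoff, the plate mean of test compounds plus 3 SD, cut at about 30% in these data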;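 also: 0% = DMSO wells with GLD-1 and probe and 100% = wells lacking GLD-1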
AHR act – activates the human aryl hydrocarbon receptor | P35869 | activation, % at 5 µM | 2.5% of 320,000 active | AHR-responsive luciferase reporter cells, luminescence; in the data active = activation above about 47%;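 also: 0% = vehicle wells and 100% = reference agonist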
PME-1 inh – PME-1 (human) inhibition; Q9Y570; recombinant PME-1, FP-Rh probe fluorescence polarization; inhibition, % at 5.9 µM; 0.53% of 320,000 active;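 active = inhibition above the campaign mean of all compounds plus 3 SD, cut at about 26% in these data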;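 also: competitive labeling of PME-1 active site by serine hydrolase directed probe; 0% = PME-1 with DMSO and 100% = wells lacking PME-1 enzyme; inhibitors block probe labeling so polarization falls and inhibition rises; many of its hits are not listed in these tables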
pPAFAH inh – inhibitors of human plasma PAF acetylhydrolase (pPAFAH) | inhibition, % at 3.39 µM | recombinant pPAFAH, FP-rhodamine probe fluorescence polarization | AID 463082 | 1.5% of 330,000 active | Q13093;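 active = inhibition above the mean inhibition across the screen plus 3 SD, cut at about 25% in these data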;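 also: inhibitors block binding of the rhodamine activity-based probe so polarization drops; 0% = enzyme with DMSO and 100% = wells lacking pPAFAH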
MEX-5 binding – C. elegans MEX-5 TCR-2 RNA binding activity. 0.38% of 300,000 active. activity score (negative = inhibition of binding), % at 10 µM. AID 1832. MEX-5/FITC-TCR2 RNA binding, fluorescence polarization; stronger effect = lower value;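 active = inhibition past about -25% in most replicates, and total fluorescence under double the plate's negative control median, limit read from the data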;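 also: 0% = DMSO and -100% = 5 µM competing unlabeled TCR2 RNA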
Fam108B inh – counter-screen for RBBP9 inhibitors: inhibitors of mouse Fam108B. recombinant Fam108B, FP-Rh probe fluorescence polarization. inhibition, % at 9.51 µM. 0.33% of 300,000 active. AID 1947;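 active = inhibition above the screen mean inhibition plus 3 SD, computed separately per campaign, cut at about 18% in these data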;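 also: inhibitors lower polarization as less probe binds the enzyme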
BCLXL inh – inhibitors of human Bcl-xL; GST-Bcl-xL / FITC-Bim BH3 peptide fluorescence polarization; inhibition, % at 10.9 µM; 0.7% of 320,000 active; AID 2129;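 active = inhibition above the mean of all tested compounds plus 3 SD, cutoff set per campaign, cut at about 30% in these data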;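 also: 0% = DMSO wells and 100% = unlabeled Bim-BH3 peptide competitor; inhibitors lower millipolarization by displacing the labeled peptide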
Target sequence (Q07817 whole entry, looked up): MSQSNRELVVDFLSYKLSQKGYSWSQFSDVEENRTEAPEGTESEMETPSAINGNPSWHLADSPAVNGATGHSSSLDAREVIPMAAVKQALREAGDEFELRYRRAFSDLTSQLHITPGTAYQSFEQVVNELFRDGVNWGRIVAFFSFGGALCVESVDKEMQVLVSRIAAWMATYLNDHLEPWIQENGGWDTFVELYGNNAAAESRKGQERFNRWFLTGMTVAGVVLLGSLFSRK
PAFAH1B2 inh – blocks human PAF acetylhydrolase 1b catalytic subunit 2. recombinant PAFAH1B2, FP-rhodamine activity probe, fluorescence polarization. inhibition, % at 3.39 µM. AID 492953. 1.2% of 340,000 active. P68402;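 active = inhibition above the mean of all tested compounds plus 3 SD, cut at about 24% in these data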;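 also: 0% = enzyme with DMSO and 100% = wells lacking PAFAH1B2; many of its hits are not listed in these tables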
Target sequence (P68402 whole entry, looked up): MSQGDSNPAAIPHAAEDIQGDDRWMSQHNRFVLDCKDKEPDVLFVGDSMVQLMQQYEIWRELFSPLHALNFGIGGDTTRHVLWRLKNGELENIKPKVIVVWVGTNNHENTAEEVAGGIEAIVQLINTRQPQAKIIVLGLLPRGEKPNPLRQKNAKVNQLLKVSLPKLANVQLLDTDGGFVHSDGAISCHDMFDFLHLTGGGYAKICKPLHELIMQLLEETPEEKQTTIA
MCL1 BIM primary – MCL1-BIM-BH3 interaction inhibition (human) | Q07820 | GST-MCL1 / FITC-Bim-BH3 fluorescence polarization | inhibition, % at 10.9 µM | 0.68% of 320,000 active | AID 2057;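 active = inhibition above the mean inhibition of all tested compounds plus 3 SD, set per campaign, cut at about 40% in these data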;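 also: 0% = DMSO wells and 100% = unlabeled Bim-BH3 peptide control; higher means more loss of mP so more displacement of Bim peptide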
Target sequence (Q07820 whole entry, looked up): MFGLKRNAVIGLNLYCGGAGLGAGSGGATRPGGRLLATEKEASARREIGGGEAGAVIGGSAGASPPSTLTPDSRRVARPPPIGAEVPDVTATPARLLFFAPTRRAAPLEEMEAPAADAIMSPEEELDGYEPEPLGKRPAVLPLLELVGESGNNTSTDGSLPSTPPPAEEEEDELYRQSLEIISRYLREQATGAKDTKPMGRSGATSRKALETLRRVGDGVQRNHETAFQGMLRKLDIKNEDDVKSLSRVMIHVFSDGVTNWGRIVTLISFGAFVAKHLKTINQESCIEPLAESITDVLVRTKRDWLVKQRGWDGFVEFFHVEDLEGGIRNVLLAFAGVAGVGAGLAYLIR
Active calls of the source: *; . = no result given. Only part of the results is shown. The share of hits here may be higher or lower than overall.

Order of results: GLD-1 RNA inh, AHR act, PME-1 inh, pPAFAH inh, MEX-5 binding, Fam108B inh, BCLXL inh, PAFAH1B2 inh, MCL1 BIM primary
> Cc1ccc(S(=O)(=O)CCN2CCN(c3ccccc3)CC2)cc1
 : 0, 2, 2, 0, 0.9, 2, -3, 1, -6
> COc1cc(CC(=O)Nc2nc(-c3ccccc3)c(C(C)=O)s2)cc(OC)c1OC
 : 2, 0, -1, 1, -1.0, -3, 3, 2, -2
> COc1ccc(Cl)cc1NC(=O)CN(C)C(=O)CCC(=O)c1cc(C)sc1C
 : -3, 6, -3, -7, 0.5, 0, 0, 1, -2
> COC(=O)Cc1c(C)[nH]n(-c2cc(Cl)cc(Cl)c2)c1=O
 : 3, -1, -1, 7, -1.0, 6, 7, 2, 14
> COc1cc(COC(=O)Oc2ccc(CNC(C)=O)cc2OC)c([N+](=O)[O-])cc1OC
 : 4, 2, 1, 5, 1.8, 2, 6, 1, 6
> Cc1nn(-c2ccccc2)c2sc(C(=O)OCC(=O)N3CCCCC3)cc12
 : -1, -1, -6, 3, 0.7, 2, 3, -2, -10
> O=C1C(=O)N(CCN2CCOCC2)C(c2cccc(Cl)c2)/C1=C(\O)c1ccc2c(c1)OCCO2 (stereo unspecified)
 : -1, 2, -1, 0, -1.8, -1, 5, -1, -2
> CN(Cc1ccccc1)c1ccc(C(CC(N)=O)NC(=O)Cc2cccc3ccccc23)cc1[N+](=O)[O-] (stereo unspecified)
 : 0, -3, 1, 8, -1.9, -1, 8, 13, 11
> CCCN(CC(=O)Nc1ccc(C(N)=O)cc1)CC(=O)Nc1cc(Cl)ccc1Cl
 : -1, 5, 8, 4, -4.0, -4, -5, 2, -14
> O=C(c1ccco1)N1CCN(C(c2ccccc2Cl)c2nnnn2Cc2cccs2)CC1 (stereo unspecified)
 : 3, -1, 5, 3, -1.3, -1, 7, 6, 6
> O=C(c1ccc2ccccc2c1)N1CCCC1
 : -1, 2, -7, -3, 2.2, -3, 4, 4, -1
> CCCC1(c2ccccc2)NC(=O)N(CC(=O)Nc2ccccc2C(F)(F)F)C1=O (stereo unspecified)
 : 7, 0, 0, 0, -0.1, -5, -1, 1, 0
> CCN(CC)CC(=O)Nc1nn(-c2ccccc2)nc1C(N)=O
 : 9, 8, -5, -1, 2.3, -1, -1, -3, 3
> COc1cc(NC(=S)NCc2cccs2)cc(OC)c1
 : 5, 15, 0, -5, -1.7, 1, 8, 4, 8
> CCC(C)/C=C/C1=CC2=C(Cl)C(=O)C3(C)OC(=O)C(C(=O)C(C)C(C)O)C3C2=CO1 (stereo unspecified)
 : 5, 1, -6, 14, -1.7, -1, 11, 4, 15
> CCOC(=O)c1sc2nccc(N(C)C)c2c1N=CNOCc1c(F)cccc1Cl
 : 3, 11, -1, -2, 2.7, -1, 5, -1, -4
> CCn1c(SCC(=O)NCc2ccco2)nc2c(c1=O)SC(C)C2 (stereo unspecified)
 : -6, 4, 6, 2, 0.5, 0, 6, -2, -7
> CC(=O)NCCOC(=O)Nc1cccnc1
 : 4, 3, 0, -4, 0.0, 6, 1, 1, 5
> O=C(Cc1ccccc1[N+](=O)[O-])Nc1ccc(S(=O)(=O)N2CCCC2)cc1
 : 0, 12, 5, 0, -2.8, 1, 2, 5, 8
> COc1c(F)c(F)c(C(=O)Nc2ccc3oc(-c4ccncc4)nc3c2)c(F)c1F
 : 0, -17, -11, -4, -2.1, -8, 3, 0, 0
> CCOc1ccccc1NC(=O)CN(c1nccs1)S(=O)(=O)c1ccc(N)cc1
 : 4, 8, 3, 0, -3.1, 1, -8, 2, -27
> C#CCOc1ccccc1/C=N/NC(=O)c1ccccc1OCc1ccccc1
 : 0, 43, -4, 5, -1.1, -11, -2, 0, 5
> CN(C(=O)c1ccc(NC(=O)Cc2ccc(NC(=O)C3CCN(C(=O)C4CCCCC4)CC3)cc2)cc1)C1CC1
 : -12, 8, 1, 4, ., ., 3, 2, 6
> CC(C)C[C@H](NC(=O)OC(C)(C)C)c1n[nH]c(=S)n1N
 : 4, 5, -7, -1, 2.7, 2, -9, 0, -11
> CC(NCc1ccco1)C(=O)N1CCc2ccccc2C1 (stereo unspecified)
 : 4, -1, -1, 4, -2.1, -2, 3, -2, -3
> COc1ccc(CC2=C(O)c3ccccc3C(=O)C2=O)cc1
 : 0, 7, 0, 5, 0.2, -1, 3, 3, 14
> O=C(CCc1nnc(C2CCCCC2)o1)N1CCN(Cc2ccccc2)CC1
 : 1, 0, -2, 5, -0.3, 1, 5, 2, 5
> CN(C)c1nc(C(=O)O)nc(N2CCOCC2)n1
 : -5, 0, 3, -2, -7.1, 3, 3, -1, 2
> O=C(Nc1cccnc1)/C(N=Nc1ccc(Cl)c(C(F)(F)F)c1)=C(\O)c1ccccc1
 : -7, 4, 5, 0, -0.5, -1, 0, -4, -6
> CCOc1cc(C(C(=O)NCC2CCCO2)N(C(=O)Cn2nnc3ccccc32)c2ccc(NC(C)=O)cc2)ccc1O (stereo unspecified)
 : 4, 1, -8, 2, 1.5, -1, 3, 3, 4
> Cc1ccc2nc(C(F)OC(F)(F)F)[nH]c2c1 (stereo unspecified)
 : -5, 17, 5, 8, 1.6, -1, -8, 2, -4
> CC(C)CC(NC(=O)C(CO)NC(=O)C1CCC(=O)N1)C(N)=O (stereo unspecified)
 : -1, 0, 3, -1, 1.7, 4, -1, -1, -3
> COC(=O)CC1C(=O)NCCN1C(=S)Nc1ccccc1Cl (stereo unspecified)
 : 3, 0, -4, 0, 1.1, 0, 6, 0, 3
> CCOc1ccccc1NC(=O)NCc1ccc2c(c1)OCO2
 : 2, 97*, -6, 4, -0.7, 0, 4, -7, 3
> Cc1ccc(S(=O)(=O)N2CCOCC2)cc1C(=O)NCc1cn2ccsc2n1
 : -2, 2, 7, 5, -1.9, 7, 0, -1, 3
> O=C(NCCNC(=O)c1cnccn1)c1ccc(Cl)c(Cl)c1
 : -1, 8, 8, -3, -0.5, -2, -4, 1, -11
> Cc1cc(C)n(C2CC(=O)N(c3cccc(Cl)c3)C2=O)n1 (stereo unspecified)
 : 2, -1, -7, 5, -1.5, 2, 8, -2, 3
> Cc1noc(C)c1S(=O)(=O)N(C)C[C@H]1Oc2ccc(NS(=O)(=O)c3ccccc3)cc2C(=O)N([C@H](C)CO)C[C@@H]1C
 : 5, 0, ., 6, ., ., ., 3, .
> CCSC1=N/C(=C\c2cccc(F)c2)C(=O)S1
 : 5, 3, -2, 1, -2.3, -3, 2, -5, 10
> Cc1ccc2c(COC(=O)CNC(=O)c3ccccc3)cc(=O)oc2c1
 : 12, 4, 7, 0, -0.2, 5, -2, 3, -8
> O=C(O)c1ccc(CNS(=O)(=O)c2ccc(Oc3ccccc3Cl)cc2)cc1
 : 8, -1, -4, 7, 3.1, 1, 6, 11, 6
> COC(=O)N/N=C/c1cc(C)n(-c2ccc(F)cc2)c1C
 : -1, 9, 4, 2, 1.9, 1, 1, 3, -3
> Cc1[nH]c2ccc(F)cc2c1CCNC(=O)C1CCCCC1C(=O)OCC(F)(F)F (stereo unspecified)
 : 2, -8, -3, -4, 1.0, 2, 7, 5, 8
> O=C(Nc1cc(-c2nc3ncccc3o2)ccc1Cl)c1ccc2c(c1)OCO2
 : 3, 17, -10, 1, ., ., 5, -2, 10
> O=C(CSCc1ccc([N+](=O)[O-])cc1)NN=C1CCCCCC1
 : 6, 0, 1, 7, -2.3, -3, -3, 2, -1
> CC(C)COP(=O)(OCC(C)C)C(O)c1ccc2c(c1)OCO2 (stereo unspecified)
 : 2, 0, -16, 1, -0.8, 3, 8, 2, -1
> COc1ccccc1OCCOCCOc1ccccc1Cl
 : 7, 28, -4, 1, -2.4, -2, 5, 0, 10
> O=C(Nc1ccc(Cl)cn1)c1cccc(S(=O)(=O)N2CCOCC2)c1
 : 9, 11, -4, 4, -0.7, -3, 3, 3, -1
> CC(Oc1ccc(Cl)cc1Cl)C(=O)NC1=NN(c2ccccc2)C(=O)C1 (stereo unspecified)
 : 0, 0, 7, 12, -0.5, 3, 5, 17, 39
> CCN(C(=O)CSc1nnc(-c2ccc(OC(F)F)cc2)n1N)C1CCS(=O)(=O)C1 (stereo unspecified)
 : -1, -1, -1, 5, 2.1, -2, -5, -3, -6
> CCc1ccc(CCC(=O)Nc2ccccc2C(=O)O)o1
 : 4, 5, -1, 4, -5.1, 2, 0, 4, -4
> COc1c2c(cc3oc(=O)ccc13)OC(C)(C)C=C2
 : -9, 2, 3, 10, -1.9, 3, 1, -3, -1
> Cc1ccc(N(CC(=O)NCCSc2ccccn2)S(C)(=O)=O)cc1
 : -8, 0, -6, -3, -0.2, -4, 8, 2, 11
> O=C1CC(Sc2nnc(-c3ccccc3O)o2)C(=O)N1c1ccccc1 (stereo unspecified)
 : 7, 3, -2, 4, 0.9, -1, -11, 6, -13
> CCC1CCCCN1CCCNC(=O)C1CCN(Cc2nc(-c3ccc(Cl)cc3)oc2C)CC1 (stereo unspecified)
 : -3, 0, 0, 3, -2.6, -1, 9, 2, 5
> Cc1cc(N)n(-c2ccc(S(=O)(=O)N3CCOCC3)cc2[N+](=O)[O-])n1
 : 0, 0, 0, 4, -0.9, 3, 1, 2, 1
> COc1ccc(NC(=O)c2cc(OC)c(OC)cc2OC)c(S(=O)(=O)N2CCOCC2)c1
 : 1, 2, -4, -9, -2.0, -7, 4, 2, 1
> O=C(NNC(=O)c1ccccc1F)c1cccc(S(=O)(=O)N2CCc3ccccc32)c1
 : 4, 14, ., 3, ., ., ., 16, .
> Cc1ccc(C(=O)Oc2ccc(C(=O)COC(=O)C3CC(=O)N(Cc4ccco4)C3)cc2)cc1 (stereo unspecified)
 : -7, 2, -14, -1, 0.2, -7, -19, 3, 11
> O=C(Nc1nc(-c2ccccc2)cs1)c1cccnc1
 : 4, -4, 0, -4, -1.4, -4, -5, 2, -2

Bioassay records: PubChem BioAssay, several laboratories
